Bim-Bcl-W = inhibitors of Bim binding to Bcl-W, primary screen, biochemical, multiplexed, bead-based flow cytometry; Bim peptide-Bcl-W binding; inhibition, % at 10 µM; 0.02% of 190,000 active;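 also: 0% = bound tracer without compound and 100% = peptide blocker; higher means less fluorescent Bim peptide bound to Bcl-W beads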
Target sequence (Q92843 whole entry, looked up): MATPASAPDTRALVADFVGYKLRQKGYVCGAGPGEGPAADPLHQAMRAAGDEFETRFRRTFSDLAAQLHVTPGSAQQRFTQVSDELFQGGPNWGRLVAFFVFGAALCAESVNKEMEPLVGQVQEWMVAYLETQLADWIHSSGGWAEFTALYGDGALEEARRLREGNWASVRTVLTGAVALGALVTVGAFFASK
Bim-Bcl-B = inhibitors of Bim-Bcl-B binding, primary screen, biochemical, multiplexed, human Bcl-2 family. bead-based flow cytometry, Bim peptide-Bcl-B binding. inhibition, % at 10 µM. 0.073% of 190,000 active. AID 951, 2007;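 also: 0% = tracer peptide without compound and 100% = reference inhibitor peptide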
Target sequence (Q9HD36 whole entry, looked up): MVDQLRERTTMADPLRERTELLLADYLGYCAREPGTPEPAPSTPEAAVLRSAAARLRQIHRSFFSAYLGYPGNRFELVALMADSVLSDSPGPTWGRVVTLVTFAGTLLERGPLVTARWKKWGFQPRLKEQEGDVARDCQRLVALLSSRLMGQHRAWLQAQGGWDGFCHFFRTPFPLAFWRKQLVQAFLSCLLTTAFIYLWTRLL
Bim-Bfl-1 = inhibitors of Bim binding to Bfl-1, primary screen, biochemical, multiplexed, bead-based flow cytometry; AID 1008, 2008; Bcl-2-related protein A1 (Homo sapiens), Q16548; Bim-Bfl-1 binding inhibition; 0.12% of 190,000 active; inhibition, % at 10 µM;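 also: 0% = wells without compound plus tracer and 100% = blocker peptide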
RGS8-Gao reg = RGS8-Galphao binding modulators, primary screen, biochemical, multiplexed bead flow cytometry; AID 1423, 2008; Guanine nucleotide-binding protein G(o) subunit alpha (Homo sapiens), P09471; 0.34% of 220,000 active; response (percent of control binding), % at 10 µM; actives lie on both sides; in the data active = response below about 60% or above about 140%; inactive = in between;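 also: Galphao activated as the GDP aluminium fluoride complex binding bead-coupled RGS8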
Target sequence (P09471 whole entry, looked up): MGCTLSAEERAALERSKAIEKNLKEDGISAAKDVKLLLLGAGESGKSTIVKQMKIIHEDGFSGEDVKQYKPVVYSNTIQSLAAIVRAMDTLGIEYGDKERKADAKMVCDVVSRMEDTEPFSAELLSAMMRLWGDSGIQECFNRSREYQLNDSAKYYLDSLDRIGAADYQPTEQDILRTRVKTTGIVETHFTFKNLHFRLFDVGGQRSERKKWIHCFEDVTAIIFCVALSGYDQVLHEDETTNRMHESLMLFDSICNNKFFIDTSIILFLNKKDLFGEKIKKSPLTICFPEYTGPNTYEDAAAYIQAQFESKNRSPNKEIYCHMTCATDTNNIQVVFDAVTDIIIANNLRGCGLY
RGS7-Gao = RGS7-Galphao binding modulators, primary screen, biochemical, multiplexed bead flow cytometry; binding response (% of control), % at 10 µM; Guanine nucleotide-binding protein G(o) subunit alpha (Homo sapiens), P09471; AID 1439, 2008; actives lie on both sides; 0.35% of 220,000 active; in the data active = binding response below about 49% or above about 150%; inconclusive = no clear call, values can overlap the other calls; inactive = in between;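 also: fluorescent Galphao held in activated GDP-AlF4 state binding bead-coupled RGS7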
ABCG2 block = ABCG2 efflux pump inhibitors, primary screen, multiplex with ABCB1, IgMXP3 cells, flow cytometry; JC-1 efflux; 0.1% of 190,000 active; inhibition, % at 6.6 µM; Broad substrate specificity ATP-binding cassette transporter ABCG2 (Homo sapiens), Q9UNQ0;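 active = inhibition above 80%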;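 also: 0% = DMSO and 100% = nicardipine control wells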
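Read-out basis: Efflux inhibition in percent versus controls | Test system: ABCG2 IgMXP3 and barcoded ABCB1 CCRF-Adr cell mix | Quantity: 3 million cells/mL in well | Schedule: 10 min at 25 °C | Control set: Nicardipine as high control, DMSO as low control | Reagent: JC-1 as fluorescent efflux pump substrate | Signal: Flow cytometry of retained JC-1 fluorescence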
ABCB1 inh = ABCB1 efflux pump inhibitors, primary screen, cell-based, multiplex, flow cytometry, ABCG2 counter-screen; CCRF-Adr cells, JC-1 efflux; inhibition, % at 6.6 µM; 0.067% of 190,000 active; in the data active = inhibition above about 40%;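 also: 0% = vehicle and 100% = reference inhibitor; higher value means more JC-1 retained so stronger ABCB1 efflux block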
Bim-Bcl-2 = inhibitors of Bim-Bcl-2 binding, primary screen, biochemical, multiplexed, human Bcl-2 family; Apoptosis regulator Bcl-2 (Homo sapiens), P10415; Bead-based flow cytometry, Bim peptide-Bcl-2 binding; inhibition, % at 10 µM; 0.06% of 190,000 active; AID 950, 2007; in the data active = inhibition above about 40%; inconclusive = no clear call, values can overlap the other calls;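 also: 0% = no compound wells with probe peptide and 100% = reference peptide inhibitor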
Bcl-XL Bim block = inhibitors of Bim-Bcl-XL binding, primary screen, biochemical, multiplexed, bead flow cytometry, human Bcl-XL; Bcl-2-like protein 1 (Homo sapiens), Q07817; Bim peptide-Bcl-XL binding, fluorescence; inhibition, % at 10 µM; 0.04% of 190,000 active; AID 1007, 2008
Target sequence (Q07817 whole entry, looked up): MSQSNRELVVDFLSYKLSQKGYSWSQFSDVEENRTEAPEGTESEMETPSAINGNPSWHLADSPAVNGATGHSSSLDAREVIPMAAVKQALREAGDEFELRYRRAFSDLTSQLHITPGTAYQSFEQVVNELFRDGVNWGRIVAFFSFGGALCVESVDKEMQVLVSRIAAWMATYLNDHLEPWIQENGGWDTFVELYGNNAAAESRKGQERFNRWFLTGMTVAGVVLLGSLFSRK
RGS4-Gao reg = modulators of RGS4 binding to Galphao, primary screen, biochemical, multiplexed bead flow cytometry. actives lie on both sides. binding response (% of control), % at 10 µM. 0.33% of 220,000 active. AID 1415, 2008; in the data active = binding response below about 49% or above about 150%; inactive = in between;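 also: fluorescent Galphao activated with aluminum fluoride binding bead-coupled RGS4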
Mcl-1 Bim block = inhibitors of Bim peptide binding to Mcl-1, primary screen, biochemical, bead-based flow cytometry, multiplex; Induced myeloid leukemia cell differentiation protein Mcl-1 (Homo sapiens), Q07820; inhibition, % at 10 µM; Bim peptide-Mcl-1 binding; 0.1% of 190,000 active;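 also: 0% = no compound tracer wells and 100% = peptide blocker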
* marks the source's active call; other numbers are inactive results; ? = inconclusive. Rule as the data show it, unless noted: active = inhibition above about 40%.

structure | Bim-Bcl-W | Bim-Bcl-B | Bim-Bfl-1 | RGS8-Gao reg | RGS7-Gao | ABCG2 block | ABCB1 inh | Bim-Bcl-2 | Bcl-XL Bim block | RGS4-Gao reg | Mcl-1 Bim block
NC(=O)c1ccc(N=Cc2ccc([N+](=O)[O-])s2)cc1 | 3 | 6 | 12 | 99 | 104 | 3 | 0.2 | 11 | 6 | 100 | 3
C/C=C(\C)CN1CCCC(CO)(Cc2ccccc2)C1 (stereo not drawn) | 0 | -2 | -5 | 102 | 109 | 0 | 0.1 | -1 | 0 | 104 | 0
Cc1ccc2nc(SCC(=O)Nc3ccc(F)cc3F)[nH]c2c1 | -2 | -1 | -7 | 97 | 98 | 4 | 0.4 | -10 | -1 | 95 | -4
O=C(CN1CCN(Cc2ccccc2Cl)C1=O)NCc1ccco1 | 0 | -8 | -19 | 100 | 102 | 7 | -0.1 | -12 | -9 | 100 | -4
Cc1nnc(SCC(=O)N/N=C/c2cn(-c3ccccc3)nc2-c2ccccc2)n1-c1ccccc1 | -2 | -3 | -2 | 96 | 100 | 9 | 1.6 | -1 | -1 | 105 | -3
Cc1cc(C(=O)CSCCCn2c(=O)[nH]c3ccccc32)c(C)n1C | 1 | -6 | -11 | 95 | 99 | 0 | 0.2 | -5 | 1 | 97 | 0
CNC(=O)COc1ccccc1C(=O)Nc1ccc2c(c1)oc1ccccc12 | -2 | -1 | -1 | 107 | 106 | -1 | -0.4 | -3 | -3 | 105 | -1
CC1=NN(CCC#N)C(=O)/C1=C/c1ccc(N(C)C)cc1 | 0 | -5 | -3 | 108 | 107 | 10 | 1.9 | -6 | -7 | 106 | -2
CCCS(=O)(=O)N1CCN(C(=O)c2cccs2)CC1 | -1 | -13 | -15 | 97 | 95 | 6 | 0.6 | -9 | -11 | 96 | -6
CC(=O)N1CCc2cc(S(=O)(=O)N3CCc4ccccc4C3)ccc21 | 5 | 19 | -7 | 100 | 99 | 1 | 0.4 | 0 | -4 | 99 | 7
CCn1c(C)nc2cc(C(=O)N/N=C/c3cccc(OC)c3O)ccc21 | -2 | -4 | -7 | 91 | ? | -8 | -1.3 | -1 | 0 | 92 | 2
O=C(c1ccc2c(c1)OCO2)C1CCCN(Cc2cn[nH]c2-c2cccc(F)c2)C1 (stereo not drawn) | -2 | -7 | -15 | 97 | 103 | 4 | 1.2 | -12 | -6 | 97 | -4
CCOc1ccc(C(=O)Nc2cccc(-c3cc4ccccc4oc3=O)c2)cc1[N+](=O)[O-] | 0 | 3 | -3 | 99 | 100 | 2 | 0.8 | 3 | 0 | 102 | 3
Cc1cc(N2CCCC2)nc(SCC(=O)c2ccccc2)n1 | -1 | -4 | 0 | 87 | 98 | 11 | 1.2 | -3 | -4 | 95 | -2
CC1CC(NC(=O)N(C)C)N(C)C(=O)N1 (stereo not drawn) | -1 | -5 | -1 | 103 | 102 | 0 | -0.3 | -3 | -1 | 102 | -2
O=C(c1ccc(O)cc1)c1ccc(C(=O)O)c(C(=O)O)c1 | -2 | -14 | -11 | 104 | 103 | -1 | -0.2 | -8 | -9 | 102 | -3
CCN(c1ccc(OCC(=O)OCC(=O)c2c(N)n(C)c(=O)n(C)c2=O)cc1)S(=O)(=O)c1ccccc1 | -2 | -1 | 0 | 101 | ? | 6 | 0.6 | -5 | 0 | 105 | -2
COc1cccc(NC(=S)NCc2ccco2)c1 | -3 | -7 | -9 | 101 | 103 | 5 | 0.6 | -3 | -6 | 97 | 0
CC1=NN2C(=N)/C(=C\c3ccc(SCc4ccccc4)o3)C(=O)N=C2S1 | 2 | 3 | 0 | 101 | 101 | 1 | 0.0 | 4 | -1 | 101 | 2
O=[N+]([O-])c1ccc(N2CCN(CCOCCO)CC2)c([N+](=O)[O-])c1 | -1 | -3 | 0 | 101 | 100 | 2 | 1.0 | -4 | -2 | 100 | -1
CCC(=O)NC(=S)NNC(=O)c1ccc(NC(=O)c2ccccc2)cc1 | 0 | -5 | 9 | 96 | 96 | -5 | -1.5 | 2 | -3 | 95 | -1
CCC1=Nc2cc(C(=O)NCc3ccco3)ccc2Sc2ccc(Cl)cc21 | 0 | 0 | 2 | 99 | 98 | 3 | 0.9 | 6 | -4 | 99 | -2
C/C(=N\NC(=O)c1cccc(Cl)c1)C1C(=O)c2ccccc2C1=O | -3 | -3 | -3 | 103 | 99 | 0 | -0.5 | -9 | -6 | 100 | -4
Cc1ccccc1-c1nn[nH]n1 | 4 | 7 | 6 | 87 | 88 | 10 | 0.6 | 5 | 3 | 92 | 6
CCC(C)NC(=O)c1cn(CC)c2ccc(S(=O)(=O)N(C)C)cc2c1=O (stereo not drawn) | -4 | -10 | -8 | 102 | 97 | 3 | 0.1 | -7 | -10 | 101 | -4

Further entries:
structure | Bim-Bcl-W | Bim-Bcl-B | Bim-Bfl-1 | RGS8-Gao reg | RGS7-Gao | ABCG2 block | ABCB1 inh | Bim-Bcl-2 | Bcl-XL Bim block | RGS4-Gao reg | Mcl-1 Bim block
CCn1c(SCC(=O)N/N=C/C=C\c2ccccc2[N+](=O)[O-])nc2ccccc21 | 0 | -12 | -14 | 103 | 105 | 4 | 1.6 | -8 | 0 | 103 | -1
Cc1ccc(OCC(=O)Nc2cccc(S(=O)(=O)N3CCCCCC3)c2)c([N+](=O)[O-])n1 | -1 | -2 | -6 | 96 | ? | 10 | 3.6 | -3 | 0 | 94 | -1
O=C(COc1ccccc1C(=O)c1cnn(-c2ccccc2)c1)Nc1ccccc1 | -6 | -1 | 0 | 95 | 102 | 8 | 0.5 | -4 | -5 | 105 | 0
COc1ccc(C2C(C(=O)N3CC(C)CC(C)C3)c3ccccc3C(=O)N2C)cc1 (stereo not drawn) | 0 | -12 | -10 | 104 | 100 | 1 | 1.1 | -10 | -6 | 102 | -3
CCOc1cccc(/C=N/NC(=S)Nc2cc(S(=O)(=O)N3CCOCC3)ccc2N2CCOCC2)c1O | -7 | -13 | 0 | 92 | 95 | -6 | -0.1 | -11 | -16 | 94 | -4
COc1ccccc1C(=O)N/C(=C\c1ccc2c(c1)OCO2)C(=O)NCCc1nc2ccccc2[nH]1 | -8 | -9 | -2 | 107 | 104 | 2 | 0.1 | -2 | -6 | 102 | -5
COc1cc(C(CC(=O)O)n2cnnn2)ccc1OC(C)C (stereo not drawn) | 0 | 0 | -3 | 107 | 112 | 0 | -0.1 | 0 | -1 | 108 | 0
CCN(CC)S(=O)(=O)c1ccc(NC(=O)Nc2cccc(C(F)(F)F)c2)cc1 | 0 | -4 | 1 | 99 | 101 | 0 | -0.3 | -4 | 0 | 108 | 0
O=C(COC(=O)C12CC3CC(CC(O)(C3)C1)C2)Nc1ccccc1OC(F)F | 2 | 0 | -9 | 101 | 102 | 1 | 0.3 | -3 | 0 | 102 | 0
Cc1nn2cc(-c3ccc(Cl)cc3)cnc2c1Cl | -1 | 1 | 0 | 99 | 98 | 11 | 0.3 | 0 | 1 | 96 | 0
COc1ccccc1/C=C/C(=O)Nc1cccc(S(=O)(=O)NC2=NCCCCC2)c1 | 4 | -1 | -2 | 102 | ? | -1 | -0.6 | -1 | 3 | 103 | 1
CC(C)[C@H](NC(=O)c1ccccc1Cl)C(=O)NC1CCCCCC1 | 0 | -4 | -3 | 101 | 104 | -1 | -0.1 | -2 | -3 | 105 | 0
CCOc1ccc(NC(=O)CCNS(=O)(=O)c2ccc3c(c2)CCC(=O)N3)cc1 | 5 | 1 | 1 | 103 | 99 | 1 | 0.4 | 2 | -3 | 100 | 2
COc1ccc(NC(=O)c2cc(Br)c(Br)s2)cn1 | -4 | 1 | 3 | 100 | 103 | 6 | -0.2 | 2 | -2 | 102 | -4
COC(=O)c1cc(NC(=O)CSc2nnc(N)s2)ccc1Cl | 2 | -1 | -4 | 101 | 101 | 10 | 1.6 | 0 | -1 | 102 | 0
CCOC(=O)c1cnc(SCC(=O)Nc2ccc3c(c2)OCCO3)nc1N | -5 | -12 | -17 | 100 | 101 | 51 | 3.2 | -14 | -10 | 98 | -8
Nc1ccc(Br)cc1C(=O)O | -2 | -2 | 0 | 80 | 98 | 6 | 0.7 | 0 | -4 | 98 | -2
S=C1NCCOCCOCCOCCOCCN1 | 2 | -7 | -14 | 103 | 101 | 3 | 0.3 | -7 | -9 | 103 | 1
COc1ccc(S(=O)(=O)N2CCCC2)cc1C(C)C | -2 | -5 | -4 | 93 | ? | 12 | 1.2 | -7 | -1 | 90 | -2
CCn1c(N2CCN(C(=O)C34CC5CC(CC(C5)C3)C4)CC2)nc2ccccc21 | 1 | -1 | -5 | 101 | 101 | 6 | 1.0 | 1 | -1 | 100 | -1
Cc1ccc(CNC(=O)CNS(=O)(=O)c2cccc3nsnc23)cc1 | -4 | -7 | -19 | 102 | 99 | 12 | 1.1 | -11 | -9 | 101 | -5
O=C(C1CCCO1)N1CCN(S(=O)(=O)c2cccc3nsnc23)CC1 (stereo not drawn) | -3 | 0 | -1 | 94 | 94 | 0 | 0.1 | -1 | -1 | 92 | -1
NNc1nc(-c2ccccc2)cc(-c2ccccc2)n1 | -2 | -6 | -13 | 103 | 105 | 1 | 0.1 | -4 | -5 | 96 | -2
COCCCN(C(=S)Nc1c(C)cc(C)cc1C)C(C)c1ccncc1 (stereo not drawn) | -5 | -33 | 2 | 100 | 108 | 1 | 0.9 | -5 | -8 | 99 | -10
COc1ccc(N(CC(=O)O)S(=O)(=O)c2ccc(C)cc2)cc1Cl | -2 | -3 | -7 | 103 | 101 | -1 | -0.1 | -3 | -4 | 107 | 0
COc1cc(OC)c(C2C(C#N)=C(N)OC3=C2C(=O)CC(C)C3)cc1OC (stereo not drawn) | -3 | -10 | -14 | 99 | 96 | 5 | -0.8 | -8 | -4 | 97 | -2

Screening results deposited in PubChem by NMMLSC.
